# M4 ag: human M4 muscarinic receptor agonists, primary screen, CHO-K1 cells, Fluo-8 calcium fluorescence | AID 624127, 2012 | activation, % at 3 µM | CHO-K1 hM4/Gqi5; vehicle 0%, full acetylcholine response 100% | hit rate 0.14% among 360,000;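 active = activation above the run mean over all test wells plus 3 SD, cut at about 32% in these data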;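 note: peak over basal fluorescence ratio per well then scaled between controls; 0% = DMSO wells and 100% = acetylcholine at EC100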
# IDE inh: human IDE inhibitors in live cells, primary screen, fluorescence polarization, HEK cells, FAbetaB substrate | FAbetaB cleavage | inhibition, % at 5.59 µM | hit rate 0.41% among 320,000;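 active = percent inhibition above the average of all tested compounds plus 3 SD, set per screening campaign, cut at about 16% in these data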;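 note: IDE supplied by intact live HEK cells; FP after avidin binding of uncleaved biotin substrate so inhibition keeps polarization high; 0% = DMSO wells and 100% = 60 µM reference IDE inhibitor Ii1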
# Target sequence (P14735 whole entry, looked up): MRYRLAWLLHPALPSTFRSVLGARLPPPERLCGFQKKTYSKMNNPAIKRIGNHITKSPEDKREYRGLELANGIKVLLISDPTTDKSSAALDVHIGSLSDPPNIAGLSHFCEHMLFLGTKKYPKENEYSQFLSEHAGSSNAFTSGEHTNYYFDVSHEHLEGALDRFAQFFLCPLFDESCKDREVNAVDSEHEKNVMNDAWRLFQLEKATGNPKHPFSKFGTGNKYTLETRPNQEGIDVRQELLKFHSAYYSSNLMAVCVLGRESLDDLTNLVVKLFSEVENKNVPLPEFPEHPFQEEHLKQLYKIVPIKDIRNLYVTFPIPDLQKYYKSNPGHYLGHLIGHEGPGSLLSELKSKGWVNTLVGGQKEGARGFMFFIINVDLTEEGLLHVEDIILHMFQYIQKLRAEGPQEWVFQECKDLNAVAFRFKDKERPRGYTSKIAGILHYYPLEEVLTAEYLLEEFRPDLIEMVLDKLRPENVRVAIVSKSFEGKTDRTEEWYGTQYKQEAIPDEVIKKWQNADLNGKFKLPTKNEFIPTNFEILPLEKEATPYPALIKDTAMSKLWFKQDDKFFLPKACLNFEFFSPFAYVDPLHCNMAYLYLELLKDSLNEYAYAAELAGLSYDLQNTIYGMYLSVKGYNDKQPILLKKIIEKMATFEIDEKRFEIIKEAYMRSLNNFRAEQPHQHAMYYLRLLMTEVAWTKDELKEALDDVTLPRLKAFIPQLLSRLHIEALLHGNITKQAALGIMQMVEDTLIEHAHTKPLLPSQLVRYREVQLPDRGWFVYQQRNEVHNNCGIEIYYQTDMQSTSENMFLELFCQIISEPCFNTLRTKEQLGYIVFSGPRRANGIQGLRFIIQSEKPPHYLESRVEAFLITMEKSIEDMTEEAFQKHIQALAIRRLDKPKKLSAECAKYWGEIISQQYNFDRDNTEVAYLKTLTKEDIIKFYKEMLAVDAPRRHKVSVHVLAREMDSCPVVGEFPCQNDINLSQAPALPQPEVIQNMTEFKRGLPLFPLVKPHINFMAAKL
# CRFBP-R2 block: antagonists of CRF-BP/CRF-R2 complex, primary screen, cell-based, HEK293, calcium dye fluorescence, uHTS; CRF-induced calcium fluorescence; hit rate 0.59% among 350,000; inhibition, % at 11.8 µM; AID 588475, 2011;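 active = inhibition of the ligand-induced calcium signal above about 50% at the single tested concentration, limit read from the data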
# CRFR2-BP ag: agonists of CRF-BP/CRF-R2 complex, primary screen, cell-based, HEK293, calcium dye fluorescence, uHTS | CRF-binding protein / CRF receptor 2 complex (human) | calcium dye fluorescence (FLIPR); percent of saturating CRF peptide response | activation, % at 13.2 µM | hit rate 0.46% among 350,000;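 active = activation of at least 50%, plus an integration ratio under a set limit after plate pattern correction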;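 note: plate controls were neutral control wells without compound for no effect and CRF at EC100 for full effect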
# M4 antag: human M4 muscarinic receptor antagonists, primary screen, CHO cells, Fluo-8 calcium fluorescence; Muscarinic acetylcholine receptor M4 (Homo sapiens), P08173; CHO-hM4 cells, ACh EC80; inhibition, % at 3 µM; hit rate 0.73% among 360,000; AID 624125, 2012;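 active = inhibition above its plate's cutoff, the mean inhibition of sample wells plus 3 SD, cut at about 27% in these data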;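 note: 0% = acetylcholine EC80 with DMSO and 100% = DMSO without agonist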
# CHRM5 antagonist: human M5 muscarinic receptor antagonists, primary screen, CHO cells, Fluo-8 calcium fluorescence | hit rate 0.59% among 360,000 | inhibition, % at 3 µM | CHO-hM5 cells, ACh EC80 | AID 624040, 2012 | Muscarinic acetylcholine receptor M5 (Homo sapiens), P08912;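 active = inhibition above a per-plate cutoff, the mean of that plate's test compounds plus 3 SD, cut at about 27% in these data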;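 note: 0% = acetylcholine EC80 with DMSO and 100% = DMSO without agonist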
# CHRM5 PAM: human M5 muscarinic receptor positive allosteric modulators, primary screen, CHO-K1 cells, Fluo-8 calcium fluorescence; CHO-K1 hM5, ACh EC20 PAM; 0% = ACh EC20, 100% = ACh EC100; activation, % at 3 µM; hit rate 0.3% among 360,000; AID 624038, 2012;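 active = activation above the run cutoff, the mean activation of all test compounds plus 3 SD, cut at about 18% in these data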
#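 Assay system – human M5 receptor in CHO-K1 cells · Read-out – % activation, ACh-normalized · Technique – Fluo-8 calcium fluorescence · Dosing – single-point, 3 µM nominal · Incubation – Fluo-8 loading 80 min at 37 °C plus 30 min room temperature · Repeats – singlicate, one well per test compound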
# M5 ag: human M5 muscarinic receptor agonists, primary screen, CHO-K1 cells, Fluo-8 calcium fluorescence; Muscarinic acetylcholine receptor M5 (Homo sapiens), P08912; CHO-K1 hM5 cells; 0% DMSO wells, 100% maximal acetylcholine response; activation, % at 3 µM; hit rate 0.19% among 360,000; AID 624037, 2012;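 active = activation above the run's mean over test compounds plus 3 SD, cut at about 23% in these data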;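 note: signal is peak over basal fluorescence ratio across the kinetic read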
# CHRM4 PAM: human M4 muscarinic receptor positive allosteric modulators, primary screen, CHO-K1 cells, Fluo-8 calcium fluorescence. hit rate 0.4% among 360,000. activation, % at 3 µM. CHO-K1 hM4/Gqi5, ACh EC20; 0% = ACh EC20, 100% = maximal ACh;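 active = activation above its plate's cutoff, the mean activation of sample wells plus 3 SD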; note: some results filed as inactive read as strong as hits
# Numbers without * were called inactive; · = no result given.
SMILES,M4 ag,IDE inh,CRFBP-R2 block,CRFR2-BP ag,M4 antag,CHRM5 antagonist,CHRM5 PAM,M5 ag,CHRM4 PAM
CNC(=O)NC(=O)C(C)OC(=O)c1oc2ccccc2c1CSc1ccc(Cl)cc1 (stereo not given),0,-3,-9,0.6,-1,-14,14,1,11
CCOC(=O)c1ccc(S(=O)(=O)N2CCC(C(=O)NCc3ccccc3OC)CC2)cc1,7,-1,4,-1.7,-4,12,2,-2,0
CCn1c(=O)c2c(nc3n2CCCN3Cc2ccccc2)n(C)c1=O,1,-1,-6,-1.5,4,10,-3,-3,-3
COc1ccc(/C(N)=N/OC(=O)c2ccc3c(c2)OCO3)cc1,0,1,15,-0.7,-1,5,-2,1,-3
Cc1cccc(C)c1NC(=O)C(c1ccccc1F)n1c(=O)c(-c2cc3ccccc3[nH]2)nc2ccccc21 (stereo not given),2,·,·,·,-4,-10,3,4,6
Cc1c(OCC(=O)OC(C)(C)C)ccc2c3c(c(=O)oc12)CCC3,2,1,16,-1.2,-1,-3,-6,5,3
CCc1ccc(C(=O)Cn2cnc3cc([N+](=O)[O-])ccc3c2=O)cc1,2,0,1,8.8,-1,-5,7,-4,14
Cc1ccnc(NC(=O)CNC(=O)c2ccccc2)c1,1,3,13,-0.4,-5,6,1,4,4
CCOC(=O)C1CCN(S(=O)(=O)c2ccc3c(ccn3C)c2)CC1,3,1,7,-1.2,7,4,-1,-3,-4
OCC(O)C1OCOC(C(O)CO)C1O (stereo not given),0,·,-13,0.3,6,5,6,-1,0
COc1ccc(-c2cnc3c(-c4ccc(F)cc4)cnn3c2N)cc1,2,6,-5,4.4,-10,-1,-1,0,5
CC[C@]12C(=O)N(C)C[C@H]([C@@H]3C(=O)N(C)C(=O)[C@@H]31)N2C(=O)c1ccc(C(F)(F)F)cc1,2,-4,-3,0.0,-2,4,6,1,1
Cc1c(C(=O)NNC(=O)c2ccncc2)oc2ccccc12,1,-1,7,-0.7,-14,-8,-3,-5,5
O=C1C2CC=C(Cl)CC2C(=O)N1CCc1c[nH]c2ccccc12 (stereo not given),3,-1,-51,1.1,-4,11,-3,-1,-5
Cc1ccc(S(=O)(=O)N2CCN(C(=O)CCNC(=O)c3ccccc3Cl)CC2)cc1,1,·,7,-0.4,-3,2,1,1,7
COc1ccc(-c2nnn(CCc3nn[nH]n3)n2)cc1,1,6,8,-3.0,-13,7,8,0,11
O=C(c1cn2ccccc2n1)N1CCc2c([nH]c3ccccc23)C1c1ccccn1 (stereo not given),4,4,-33,1.0,-6,10,-5,-2,0
OC[C@@H]1CN(CCN2CCOCC2)C[C@H](n2cnc3c(NCc4ccco4)ncnc32)O1,1,·,·,·,-4,-4,0,0,-3
CC(C)C(=O)NC(=S)Nc1ccccc1N1CCN(C(=O)c2ccc(Cl)cc2)CC1,7,1,-25,2.5,5,13,-6,-3,0
COc1ccccc1NC(=O)CON=C(N)CC(=O)NC1CCCCC1,6,1,-17,10,6,14,-3,4,-1
CCC(=O)N1CCC(C)(C(=O)NCc2cccc(OC)c2)C1 (stereo not given),0,·,·,·,-9,1,-1,-1,2
Cc1c(C)c2ccc(OCC(=O)NCCN3CCOCC3)c(C)c2oc1=O,1,4,-3,2.6,-5,-1,1,-3,-5
O=C(OCc1ccc(Cl)cc1)c1ccccc1C(=O)c1ccccc1,-2,1,8,3.4,0,0,-1,-4,-11
COc1ccc(OC)c(NC(=O)CN2C(=O)CSc3ccc(S(=O)(=O)N4CCCC4)cc32)c1,1,-1,17,1.0,22,17,-5,-4,-7
O=C(c1ccco1)N1CCN(C(=O)C2CC2)CC1,1,4,16,-1.4,-5,-2,4,-2,4
Cc1ccc(C2=N/C(=C\c3cccnc3)C(=O)O2)cc1,0,-3,11,9.4,-4,-1,1,-1,2
CCCc1ccc(-c2ccc(C(=O)O)cc2)nc1,-2,-1,0,-1.7,10,9,-1,1,8
COc1cccc(NC(=S)NNC(=O)Cn2nc([N+](=O)[O-])cc2C)c1,0,1,-24,0.7,-2,-18,9,0,3
O=C1CSC(=S)N1N=C1CCCCCC1,0,14,-14,0.8,5,2,1,-2,-4
CC(C)N1C(=O)N(c2cccc(Cl)c2)C(C)(O)CC1(C)C (stereo not given),-1,1,-1,0.6,-8,-1,4,-2,-1
O=C(O)c1ccc(N=NN2CCCC2)cc1,1,6,21,-2.2,-7,4,-1,-1,9
COc1cc(CNc2ccc(CNc3ncn[nH]3)cc2)ccc1OCc1ccccc1,2,-1,9,-12,1,2,-2,1,10
COc1ccc(C(=O)NC(C)C2CC3CCC2C3)c(OC)c1 (stereo not given),2,1,-26,4.9,-9,9,-7,0,4
Clc1ccc(Cn2cc(Br)cn2)cc1Cl,-1,0,9,-1.3,1,-7,1,-5,0
COc1ccc(OCC(=O)Nc2ccc(N3CCN(C(=O)c4ccccc4C)CC3)cc2)cc1,18,4,-2,-1.7,-1,-5,-15,7,-12
CC1(C)c2ccccc2N2CC(=O)N[C@@]21/C=C/C=C/c1ccccc1,-1,-3,-8,-0.6,-2,0,-1,-12,-14
O=C(O)c1ccc(Cn2cc(/C=C\[N+](=O)[O-])c3ccccc32)o1,-1,-2,5,0.9,4,5,-3,0,2
O=C(NC(c1ccccc1)c1ccccc1)C1CCCC1,0,0,-15,-0.1,-3,1,8,-6,9
c1coc(-c2ccnc3nc(-n4cccc4)nn23)c1,1,5,-24,-1.2,-4,0,6,1,1
COC(=O)c1ccc(CN2C(=O)NC3(CCCc4ccccc43)C2=O)o1 (stereo not given),1,3,0,0.6,2,0,-2,-3,4
O=C(Nc1ccccc1N1CCCC1)c1cc(S(=O)(=O)N2CCOCC2)ccc1Cl,2,5,35,0.5,-2,-4,-1,-5,0
Cc1ccc(S(=O)(=O)NNC(=O)C(=O)NNS(=O)(=O)c2ccc(C)cc2)cc1,1,4,-2,-0.2,3,13,-9,-4,-1
O=C(O)c1ccccc1S(=O)(=O)CC(=O)N1CCCCC1,1,-8,-5,2.3,3,13,-2,-3,-7
CN(C)S(=O)(=O)c1ccc(N2CCCC2)c(C(=O)NNC(=O)COc2ccc(Cl)cc2)c1,1,0,-20,1.7,-3,8,1,-3,1
COc1ccccc1N/C(N)=N/c1nc(CSc2ccc(C)cc2)cc(=O)[nH]1,4,0,-8,-2.3,4,-2,-7,4,-7
CC(C)=CC(=O)N1CCC(Oc2cccc(C(=O)NCc3ccccn3)c2)CC1,2,·,2,0.9,-8,-4,2,2,-2
Cn1c(-c2cccc(Br)c2)cnc1NCc1cccnc1,0,5,15,-0.1,1,-1,-4,-8,-10
COC(=O)c1ccc(CSc2nc3sc4c(c3c(=O)n2C)CCCC4)o1,-1,-2,-48,-0.9,-8,10,-1,0,24
O=C1c2c(-c3ccc(Br)cc3)noc2CCN1Cc1cn(Cc2cccnc2)nn1,12,·,·,·,-4,7,-8,2,2
CC(O)(c1cccc(F)c1)c1nc(-c2ccoc2)cs1 (stereo not given),1,·,·,·,2,6,-6,0,-2

# (more compounds)
SMILES,M4 ag,IDE inh,CRFBP-R2 block,CRFR2-BP ag,M4 antag,CHRM5 antagonist,CHRM5 PAM,M5 ag,CHRM4 PAM
O=C(CCCOc1ccccc1)NNC(=O)c1ccc(Cl)cc1,0,-2,5,-0.6,5,3,5,1,6
COc1cc(C2C(C#N)=C(N)OC3=C2C(=O)CCC3)c([N+](=O)[O-])cc1OC (stereo not given),1,-2,-6,26,7,-3,2,3,5
Cc1sc2nc(C)n(/N=C/c3ccc(O)cc3)c(=O)c2c1C,0,9,-14,3.6,4,-8,8,1,14
Cc1ccc(C)n1-c1cc(S(=O)(=O)N2CCOCC2)ccc1N1CCCC1,2,2,3,-0.4,-4,-5,-2,3,-4
CCC(=O)N1N=C(c2ccc(NS(C)(=O)=O)cc2)CC1c1ccc(C)cc1 (stereo not given),1,0,-6,-1.2,1,2,-1,0,9
CSc1nc(N2CCOCC2)c2c(c1C#N)CCCCC2,-4,-1,10,-0.5,-13,-6,8,-6,22
CCOC(=O)N(C)c1c(CC)nc2c(OCCC3CCCCC3)cccn12,2,·,·,·,-1,-3,-4,-2,-7
N=c1c2c3c(sc2nc2n1CCCCC2)CCCCC3,4,2,2,-0.2,29*,7,-12,-6,-24
COc1ccc(C(=Cc2ccccc2[N+](=O)[O-])C(=O)O)cc1,-1,·,5,-1.2,13,6,7,0,-3
O=C(CC1SCCNC1=O)Nc1ccc(Cl)cc1 (stereo not given),4,1,11,-0.3,-8,7,3,3,-4
CCCn1c2ccccc2c2cnn(CC(=O)NCCCN3C(C)CCCC3C)c(=O)c21 (stereo not given),0,4,-13,-0.6,5,16,-4,-5,1
CC[C@]12c3[nH]c4cc(-c5ccco5)ccc4c3CCN1C(=O)[C@@H](CC(=O)NC(C)(C)C)C[C@@H]2C(=O)N1CCN(C(=O)c2ccco2)CC1,3,·,9,-0.3,-7,-1,0,-1,4
Cc1ccc(NC(=O)c2cccnc2)cc1S(=O)(=O)N(C)C,1,-4,16,-0.4,3,-5,10,3,-6
O=C1CCCC(O)=C1C=Nc1ccc2c(c1)oc1ccccc12,2,6,-9,1.7,18,-1,0,0,-11
COc1ccc(NC(=O)c2cc3ccccc3cc2O)cc1,6,-1,-23,6.2,-1,5,-4,1,4
O=C(O)CN1C(=O)SC(Nc2ccc(Cl)cc2)C1=O (stereo not given),0,3,6,1.4,1,2,2,-1,1
CC(C)C(=O)Nc1ccc([N+](=O)[O-])c(C(F)(F)F)c1,14,-1,14,-1.6,-15,7,-7,7,0
O=C1C(Cl)=C(N2CCCCC2)C(=O)C(Cl)=C1c1cnc(N2CCCCC2)s1,0,·,-11,3.5,1,-7,1,1,-2
Cc1ccc(N)cc1O,1,7,4,2.6,-8,3,-2,4,6
COc1ccc(-c2nc(SCC(=O)NC3CCCC3)c(-c3ccc(OC)cc3)[nH]2)cc1,1,0,1,-6.6,-15,4,1,-1,9
O=C(O)c1ccc(N=C2NC(=O)C(CO)(CO)S2)cc1,1,0,11,-0.6,6,12,-3,-1,1
O=C1NC(c2ccco2)Nc2sc3c(c21)CCN(Cc1ccccc1)C3 (stereo not given),16,9,-28,29,8,10,-16,4,-10
CCCCOC(=O)c1ccc(NC(=O)COC(=O)CN2C(=O)NC3(CCCC3)C2=O)cc1,19,2,0,-0.5,3,-2,-7,6,-11

# Sorted by heavy-atom count (highest first): part of the list above
SMILES,M4 ag,IDE inh,CRFBP-R2 block,CRFR2-BP ag,M4 antag,CHRM5 antagonist,CHRM5 PAM,M5 ag,CHRM4 PAM
COc1ccc(-c2nc(SCC(=O)NC3CCCC3)c(-c3ccc(OC)cc3)[nH]2)cc1,1,0,1,-6.6,-15,4,1,-1,9
CC(C)C(=O)Nc1ccc([N+](=O)[O-])c(C(F)(F)F)c1,14,-1,14,-1.6,-15,7,-7,7,0
Cc1ccc(N)cc1O,1,7,4,2.6,-8,3,-2,4,6

# Source: PubChem BioAssay
